# GRP78 ERSR act – inducers of ER stress response in human glioma cells; hit rate 0.02% among 420,000; U87-MG GRP78 promoter luciferase reporter, 16 h; Potency, µM, for the others: top-dose activation, most hits filed as activators; further: potency means the concentration at half of the fitted maximal effect; series mostly up to about 76 µM; % of control where 0% means no effect; nearly all actives have a fitted effect of over 35% in size
#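 Stably transfected U87-MG human glioma cells carrying a GRP78-based luminescent sensor were seeded at 1000 cells/well, pin-dosed with compounds and incubated 16 h. Luciferase reagent was then added, and end-point luminescence was read after 10 min at room temperature.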
# D1 potentiator – potentiators of human D1 dopamine receptor. HEK293 TREx D1 cells, calcium flux, dopamine EC20 potentiation. hit rate 0.036% among 360,000. P21728. potentiation, % at 10 µM. AID 504651; in the data active means potentiation above about 30%; further: 0% is about no effect
# Target sequence (P21728 whole entry, looked up): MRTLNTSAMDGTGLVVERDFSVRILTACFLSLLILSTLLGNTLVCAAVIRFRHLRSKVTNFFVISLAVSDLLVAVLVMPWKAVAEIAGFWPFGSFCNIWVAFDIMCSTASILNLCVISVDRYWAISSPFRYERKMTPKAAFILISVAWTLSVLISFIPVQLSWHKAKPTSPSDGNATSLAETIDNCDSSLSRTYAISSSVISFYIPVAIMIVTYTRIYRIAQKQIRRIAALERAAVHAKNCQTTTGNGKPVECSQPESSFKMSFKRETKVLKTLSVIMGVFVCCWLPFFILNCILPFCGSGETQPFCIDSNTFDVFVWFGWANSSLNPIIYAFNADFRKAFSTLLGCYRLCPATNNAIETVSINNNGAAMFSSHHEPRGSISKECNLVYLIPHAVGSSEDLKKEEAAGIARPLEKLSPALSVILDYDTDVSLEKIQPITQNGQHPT
# D1 antagonist – human D1 dopamine receptor antagonism. activity change, negative = inhibition, % at 10 µM. hit rate 3.2% among 360,000. AID 504652. HEK293 TREx D1 cells, calcium flux, dopamine EC80; active compounds read low; in the data active means activity change below about -30%; further: on the % scale 0 is the no-effect control and ±100 the full control effect
#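 Antagonism measured as reduced calcium response to an EC80 dopamine addition following 180 s compound pre-read; cells were inducible HEK293 Trex D1 plated overnight at 30 C, read kinetically at 1 cycle/sec.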
# D1 agonist – activates the human D1 dopamine receptor | P21728 | HEK293 T-REx D1 cells, calcium flux, agonist mode | activation, % at 2 µM | hit rate 1% among 360,000 | AID 504660; in the data active means activation above about 30%; further: 0% is about no effect
#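 Tetracycline-induced HEK293 TREx D1 cells, force-coupled to calcium signalling, were dye-loaded with a no-wash calcium kit. Compound was pin-added after a 10 s baseline. Fluorescence was read kinetically at 1 cycle/s for 180 s, with calcium rises flagged as agonism.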
# Vif-A3F inh – inhibitors of Vif-A3F interaction | hit rate 0.2% among 390,000 | HeLa A3F-eYFP + Vif (tagged APOBEC3F with the HIV-1 protein that degrades it), YFP fluorescence increase | Potency, µM (highest dose often 46.1 µM), without a hit: at the highest dose activity, negative = active | AID 602313; further: potency means the concentration at half of the fitted maximal effect; % of control where 0% means no effect; nearly all actives have a fitted effect of over 65% in size
#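 HeLa cells stably expressing A3F-eYFP plus Vif, plated and incubated overnight at 37 deg C, then exposed to compounds overnight at 37 deg C. Blocked degradation read as raised yellow fluorescence (Ex 488/Em 500-530).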
# RXFP1 antag – antagonists of human relaxin receptor RXFP1 | Q9HBX9 | HEK293-RXFP1, relaxin-stimulated cAMP HTRF, 30 min; active compounds read low | activity change, negative = inhibition, % at 57.5 µM | hit rate 0.59% among 350,000 | AID 1259400;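 active means activity change of -60% or lower, but not beyond a set lower limit; inconclusive means change between -60% and -40%, or beyond the set limit; inactive means change above -40%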; further: on the % scale 0 is the no-effect control and ±100 the full control effect
# RXFP1 agonist – RXFP1 (human) receptor agonism. Q9HBX9. HEK293T-RXFP1 cAMP TR-FRET, 30 min; response scale: percent of porcine relaxin response, buffer zero. Potency, µM (titrated, usually from 57.5 µM), inactives show top-dose activation, hits mostly activators. hit rate 0.3% among 370,000; further: potency means the concentration at half of the fitted maximal effect; on the % scale 0 is the no-effect control and ±100 the full control effect; nearly all actives have a fitted effect of over 60% in size; many of its hits are not listed in these tables
#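 HEK293T cells stably expressing RXFP1 were pretreated with the PDE4 inhibitor Ro 20174, exposed to compounds for 30 min at 37C, lysed, and cAMP was read by TR-FRET. Data normalized to buffer (basal) and 29 nM porcine relaxin (100%).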
# D2 PAM – positively modulates the human D2 dopamine receptor allosterically | potentiation, % at 10 µM | HEK293 T-REx D2, calcium flux, EC20 dopamine potentiation | hit rate 0.34% among 340,000;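 active means potentiation over 3 SD above the plate norm, cut at about 30% in these data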; further: 0% is about no effect
# Target sequence (P14416 whole entry, looked up): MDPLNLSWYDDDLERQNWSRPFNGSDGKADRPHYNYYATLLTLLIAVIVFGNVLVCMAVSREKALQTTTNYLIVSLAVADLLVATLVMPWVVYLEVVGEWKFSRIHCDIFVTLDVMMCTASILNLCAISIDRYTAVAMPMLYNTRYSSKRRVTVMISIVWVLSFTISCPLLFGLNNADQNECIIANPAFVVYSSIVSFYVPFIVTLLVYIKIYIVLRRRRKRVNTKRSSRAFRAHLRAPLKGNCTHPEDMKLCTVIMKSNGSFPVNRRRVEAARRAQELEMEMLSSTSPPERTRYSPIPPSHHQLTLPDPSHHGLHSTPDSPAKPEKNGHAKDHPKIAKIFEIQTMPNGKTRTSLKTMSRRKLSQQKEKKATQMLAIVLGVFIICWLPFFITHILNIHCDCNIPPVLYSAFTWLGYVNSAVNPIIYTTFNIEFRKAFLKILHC
#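 Tetracycline-induced HEK293 T-REx cells force-coupled to calcium signalling expressed D2; compounds were pin-added after a 10 s baseline, read kinetically 180 s, then an EC20 dopamine challenge followed with a further 180 s calcium read.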
# Vif-APOBEC3G blk – blocks the Vif interaction with human APOBEC3G. hit rate 0.076% among 410,000. Q9HC16. HeLa A3G-eYFP + Vif (tagged APOBEC3G with the HIV-1 protein that degrades it), YFP fluorescence, overnight. Potency, µM (highest dose often 46.1 µM), without a hit: top-dose activity, negative = active, most hits filed as inhibitors;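 further: potency means the concentration at half of the fitted maximal effect; on the % scale 0 is the no-effect control and ±100 the full control effect; nearly all actives have a fitted effect of over 60% in size; hits raise eYFP signal because A3G escapes Vif-driven loss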
#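 HeLa cells stably expressing Vif and C-terminally eYFP-tagged A3G, seeded overnight at 37 deg C, then exposed to compound by pintool overnight at 37 deg C. Rise in yellow fluorescence (Ex 488/Em 500-530, Acumen) marks blocked Vif-driven A3G degradation.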
# Numbers without * were called inactive; ? = inconclusive; nt = no result given. Unless noted, the call rests on the fitted dose curve; in most records, active means well fitted curve in the direction sought with a large enough effect; inconclusive means small, poorly fitted or top-dose-only effect, or another doubt; inactive means no such curve, though single readings can be large; an effect the other way counts as inactive or inconclusive. Not all compounds are listed, so the mix of outcomes need not match the whole.
SMILES,GRP78 ERSR act,D1 potentiator,D1 antagonist,D1 agonist,Vif-A3F inh,RXFP1 antag,RXFP1 agonist,D2 PAM,Vif-APOBEC3G blk
O=C1/C(=C/c2ccccc2)SC(=S)N1N1C(=O)C2CC2C1=O (stereo not drawn),2%,-3,-4,3,-1%,0,5.8%,-1,1%
O=C(C1CCCO1)N1CCN(c2ccc(F)cc2)CC1 (stereo not drawn),-7%,-6,-15,2,4%,4,0.0%,6,-1%
O=C(CCN1CCOCC1)Nc1ccc(Cl)cc1,-2%,2,-14,-1,4%,16,-3.0%,-7,6%
COc1cc(C2CC(=O)c3c([nH]c(C(=O)OC4CCCCC4)c3C)C2)cc(OC)c1OC (stereo not drawn),-5%,1,-9,6,-7%,?,-0.3%,0,5%
Cc1ccc2c(c1)N(Cc1cccc(Cl)c1)C(=O)c1cccnc1O2,-6%,-5,6,6,0%,-28,0.6%,8,-4%
CCOC(=O)COc1ccc2c(C)cc(=O)oc2c1C(=O)c1ccccc1,?,-6,8,1,-6%,-9,3.4%,1,0%
COc1c2c(nc3ccccc13)OC(C(C)(O)CO)C2 (stereo not drawn),-5%,-2,13,3,-4%,10,0.3%,-4,-7%
COc1cccc(OC)c1OCCOCCN1CCN(C)CC1,3%,-4,8,1,-3%,20,-3.3%,-25,-4%
COc1ccccc1NC(=O)C1CCCN(S(=O)(=O)c2ccccc2)C1 (stereo not drawn),-3%,4,-31*,4,-26%,-4,0.5%,6,-3%
CC(NC(=O)Cn1nnc(-c2ccncc2)n1)c1ccccc1 (stereo not drawn),nt,18,-6,2,nt,nt,0.8%,0,nt

# Rewritten tab-delimited: 4 of the compounds above
smiles	GRP78 ERSR act	D1 potentiator	D1 antagonist	D1 agonist	Vif-A3F inh	RXFP1 antag	RXFP1 agonist	D2 PAM	Vif-APOBEC3G blk
O=C(CCN1CCOCC1)Nc1ccc(Cl)cc1	-2%	2	-14	-1	4%	16	-3.0%	-7	6%
COc1c2c(nc3ccccc13)OC(C(C)(O)CO)C2 (stereo not drawn)	-5%	-2	13	3	-4%	10	0.3%	-4	-7%
CC(NC(=O)Cn1nnc(-c2ccncc2)n1)c1ccccc1 (stereo not drawn)	nt	18	-6	2	nt	nt	0.8%	0	nt
O=C1/C(=C/c2ccccc2)SC(=S)N1N1C(=O)C2CC2C1=O (stereo not drawn)	2%	-3	-4	3	-1%	0	5.8%	-1	1%

# Carrying on.
SMILES,GRP78 ERSR act,D1 potentiator,D1 antagonist,D1 agonist,Vif-A3F inh,RXFP1 antag,RXFP1 agonist,D2 PAM,Vif-APOBEC3G blk
CC(=O)c1cccc(NC(=O)/C(=C/c2ccncc2)NC(=O)c2ccccc2)c1,-3%,-7,-9,0,-13%,-28,-2.2%,10,-24%
CCN(CC)CCOC(=O)c1ccc(NC(=O)CCn2c(=O)oc3ccccc32)cc1,0%,1,6,-1,-4%,nt,6.9%,4,2%
CCC/C(=N/NC(=O)c1csc(C)c1C)c1ccc(Cl)s1,2%,-1,1,-1,-1%,11,-1.4%,4,1%
CCSc1nc2c(c(=O)[nH]1)C(c1cccs1)C(C(=O)OC)=C(C)N2 (stereo not drawn),1%,-4,-8,-2,4%,nt,1.3%,-1,0%
Cc1ccnc(NC(=O)c2cc(-c3ccc(Cl)s3)nc3ccccc23)c1,0%,-2,-9,7,1%,-12,3.4%,8,-7%
CC(C)OC(=O)CSc1nc2ccccc2s1,0%,-3,-2,4,0%,6,1.0%,12,-5%
Cc1cc2oc(=O)cc(CN3CCOCC3)c2cc1O,1%,-1,4,2,12%,-13,2.8%,5,2%
COc1cccc(NC(=O)CSC2=C(C#N)C(c3ccco3)C3=C(CCCC3=O)N2)c1 (stereo not drawn),3%,-3,-2,2,-15%,-1,-1.4%,-3,?
CC(C)(C#CC(O)(c1ccccc1)c1ccccc1)N1CCCCC1,-6%,-2,3,3,-6%,13,4.6%,-9,-1%
C=CCOc1ccc(Cl)cc1CNC1CCCC1,-5%,-3,1,3,-12%,-4,2.1%,-7,-1%
COCCNC(=O)c1ccc(NS(=O)(=O)c2cc(C)ccc2C)cc1,-4%,-8,-3,2,-1%,18,0.1%,12,2%
Cn1c(CCn2ccccc2=O)nc2cc(NC(=O)COc3ccccc3)ccc21,5%,3,17,2,-2%,8,0.5%,-4,-3%
Cc1noc(C)c1CSc1nc2sc(C)c(C)c2c(=O)n1C1CCCC1,-1%,1,-8,1,-5%,2,0.3%,nt,0%
O=C(O)/C(=C\c1ccc(Br)cc1)NC(=O)c1cccs1,-2%,nt,-2,8,-6%,-18,-0.9%,nt,6%
CCOC(=O)N1CCN(c2cc(=O)n(-c3ccc(Br)cc3)c(=O)[nH]2)CC1,-4%,-4,-14,0,-4%,0,0.8%,2,-7%
Cc1cccc2nc(-c3ccco3)c(Nc3ccccc3)n12,-2%,-2,-6,0,-5%,-8,5.2%,nt,-6%
Cc1c(Cl)cccc1NC(=O)c1ccc(OCC(=O)NCc2ccccc2)cc1,1%,3,-12,1,-2%,-2,-1.0%,-3,-5%
COc1cccc(CSc2nc3n(n2)C(CC(C)C)C(C(=O)Nc2ccccc2C)=C(C)N3)c1 (stereo not drawn),-4%,2,-12,0,1%,-1,1.9%,3,2%
C=CCOc1c(CNc2ccc(C(=O)O)cc2)cccc1OC,-2%,-8,8,2,1%,3,0.7%,1,-6%
COCCNC(=O)C1Cc2cc(S(=O)(=O)N3CCCC3)ccc2N1C(C)=O (stereo not drawn),-2%,3,15,1,0%,15,-0.7%,-3,2%
N#Cc1c(N)n(-c2cccc(Cl)c2)c2nc3ccccc3nc12,-2%,-2,17,1,-11%,nt,?,1,1%
COc1ccc(CN=C2NC(=O)CC(C(=O)Nc3ccc([N+](=O)[O-])cc3C)S2)cc1 (stereo not drawn),-5%,-1,6,1,-6%,-15,0.6%,-1,1%
O=C(OCc1ccc(Br)cc1)c1cccnc1,-3%,-1,39,4,9%,-2,2.2%,1,-7%
C/C(=N/NC(=O)C(O)(c1ccccc1)c1ccccc1)c1ccc([N+](=O)[O-])o1,-4%,-8,11,-1,-8%,-5,-0.2%,-3,-21%
CCOc1cc(C(=O)OCC(=O)Nc2c(C)cccc2C)ccc1OCC(=O)N1CCOCC1,-2%,1,7,1,2%,-9,-0.5%,8,1%
Cc1cnc(NC(=O)c2cc3c(C)nn(Cc4ccccc4Cl)c3s2)s1,-2%,-3,1,5,-7%,-5,14%,-1,2%
O=C(COc1ccc(Cl)cc1)Nc1ccc2c(c1)C(=O)NC2=O,8%,-7,-1,10,-5%,-6,0.1%,-13,-1%
CC(C)=CC(=O)Nc1ccc(OCc2ccccc2)cc1,10%,-12,-22,5,2%,-10,0.9%,13,-2%
Cc1cc(OCC(=O)Nc2c(C(C)C)cccc2C(C)C)no1,-2%,nt,nt,nt,-7%,17,nt,nt,-1%
COc1ccc(S(=O)(=O)N2CCOCC2)cc1C(=O)NC1CCCCC1,-5%,-8,9,1,-11%,-3,0.5%,-2,2%
CCc1ccc(NC(=S)N2CCC(NC(=O)c3ccccc3)CC2)cc1,0%,-2,7,0,-5%,-3,2.0%,-13,0%
COC(=O)c1ccc(NC(=S)NC2CCc3ccccc32)cc1 (stereo not drawn),-2%,-1,-26,29,-15%,-26,2.5%,nt,-5%
COc1ccccc1CNC(=O)CC1C(=O)NCCN1C1Cc2ccccc2C1 (stereo not drawn),-5%,-2,-4,0,-5%,-5,2.0%,3,0%
CCC(=O)c1ccc(OCC(O)CN2CCN(S(=O)(=O)c3ccc(NC(C)=O)cc3)CC2)cc1 (stereo not drawn),-3%,-6,44,-1,-2%,-4,-0.9%,3,2%
O=C(/C=C/c1ccc(Cl)cc1Cl)N1CCc2ccccc21,1%,-1,2,3,10%,-9,0.1%,-8,0%
O=C(O)CSCC(=O)N1CCN(S(=O)(=O)c2cc(Cl)cc(Cl)c2)CC1,-8%,-3,1,3,-4%,-21,0.5%,-3,0%
O=C(CN1C(=O)NC2(CCCCC2)C1=O)NCCCSc1ccccc1,-1%,-4,-2,1,6%,-2,0.3%,-3,0%
COc1cc(C(C[N+](=O)[O-])c2c(-c3ccccc3)cc3ccccn23)cc(OC)c1OC (stereo not drawn),-3%,-3,1,4,-11%,-5,3.1%,14,-10%
N#CCCn1c(C(C#N)(CCC#N)CCC#N)nc2ccccc21,0%,-1,-18,0,-7%,-11,-1.1%,7,1%
O=C1C2C3C=CC(C2C(=O)N1C1CCCCC1)C1C2C(=O)N(C4CCCCC4)C(=O)C2C31 (stereo not drawn),-2%,-7,-15,3,4%,-2,-0.1%,0,1%
Cc1ccc(-n2nc3ccc(NC(=O)Cc4ccc(Cl)cc4)cc3n2)cc1,-2%,4,-18,-2,-3%,nt,0.1%,0,-2%
O=C(c1ccc(S(=O)(=O)N2CCOCC2)cc1)N(c1cccc(Cl)c1)C1C=CS(=O)(=O)C1 (stereo not drawn),-2%,-1,10,2,-2%,-2,1.5%,6,0%
Cc1occc1C(=O)OCC(=O)Nc1ccc(F)cc1,-5%,-1,-3,4,nt,-7,4.5%,8,-1%
COc1ccc(N(CC(=O)Nc2cc(C)ccc2C)S(=O)(=O)c2c(C)[nH]c(=O)[nH]c2=O)cc1,-5%,0,-10,-1,-7%,10,0.0%,-1,-4%
O=C(Nc1cccc(-n2cnnn2)c1)c1cnccc1Cl,-8%,-2,10,2,3%,6,5.9%,7,-3%
CCCC(=O)NC(=S)Nc1ccc(Cl)cn1,7%,0,-1,1,-10%,-5,1.8%,-3,-2%
COC(=O)c1ccc(Cl)c(NC(=O)CN(c2ccc(OC)c(OC)c2)S(C)(=O)=O)c1,-4%,-1,-7,2,-1%,3,0.0%,-4,0%
COc1ccccc1NC(=S)N(Cc1ccco1)Cc1cc2cccc(C)c2[nH]c1=O,-4%,-4,8,0,-17%,7,1.0%,-4,-2%
c1ccc(-c2cn3cccnc3n2)cc1,-5%,-3,4,0,-6%,-7,12%,1,-1%
CCNC(=O)C1(c2ccccc2)CCCC1,-3%,-3,4,1,nt,-10,1.5%,-17,-2%
Cc1cc(=O)[nH]c2nnc(SCc3cccc(C(F)(F)F)c3)n12,-4%,5,nt,-2,-9%,-8,3.1%,2,9%

# From PubChem
